TEAD-YAP inh: TEAD-YAP interaction inhibition | HEK-TIYL cells, TEAD-Gal4/YAP UAS-luciferase luminescence | inhibition, % at 9.12 µM | hit rate 1.4% among 640,000; in the data active means inhibition above about 32%;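 further: 0% = median of test compound wells and 100% = reference inhibitor wells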
GPR151 ag: activates the human receptor GPR151. Q8TDV0. PathHunter beta-arrestin GPR151 cells, luminescence. activation, % at 11.2 µM. hit rate 1% among 650,000; in the data active means activation above about 4.9%;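 further: 0% = median of compound wells and 100% = cells with positive control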
Target sequence (Q8TDV0 whole entry, looked up): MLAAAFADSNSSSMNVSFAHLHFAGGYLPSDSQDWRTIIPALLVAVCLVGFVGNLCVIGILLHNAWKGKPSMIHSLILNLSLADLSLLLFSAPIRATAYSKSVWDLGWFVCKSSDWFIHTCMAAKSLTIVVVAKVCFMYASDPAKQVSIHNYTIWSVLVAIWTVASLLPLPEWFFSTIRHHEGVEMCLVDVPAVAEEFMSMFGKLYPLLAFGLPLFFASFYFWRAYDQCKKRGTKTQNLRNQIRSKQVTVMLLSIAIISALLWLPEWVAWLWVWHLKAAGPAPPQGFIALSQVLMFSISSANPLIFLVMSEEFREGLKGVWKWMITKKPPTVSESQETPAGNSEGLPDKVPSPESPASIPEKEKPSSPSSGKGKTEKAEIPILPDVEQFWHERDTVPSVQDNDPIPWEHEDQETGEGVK
MITF primary: inhibitors of human MITF; O75030; AlphaScreen MITF homodimerization, bead proximity signal; inhibition, % at 2.6 µM; hit rate 0.91% among 650,000; AID 1259374; in the data active means inhibition above about 50%;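 further: 0% = vehicle wells with protein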
FBW7 act: activators of human E3 ligase FBW7. normalized activity (activation), % at 26.1 µM. AlphaScreen FBW7–phospho-cyclin E peptide binding, activator screen. Q969H0. hit rate 0.13% among 650,000. AID 1259310; in the data active means normalized activity above about 1.9%;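 further: purified mutant Fbw7 with reduced substrate affinity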
Target sequence (Q969H0 whole entry, looked up): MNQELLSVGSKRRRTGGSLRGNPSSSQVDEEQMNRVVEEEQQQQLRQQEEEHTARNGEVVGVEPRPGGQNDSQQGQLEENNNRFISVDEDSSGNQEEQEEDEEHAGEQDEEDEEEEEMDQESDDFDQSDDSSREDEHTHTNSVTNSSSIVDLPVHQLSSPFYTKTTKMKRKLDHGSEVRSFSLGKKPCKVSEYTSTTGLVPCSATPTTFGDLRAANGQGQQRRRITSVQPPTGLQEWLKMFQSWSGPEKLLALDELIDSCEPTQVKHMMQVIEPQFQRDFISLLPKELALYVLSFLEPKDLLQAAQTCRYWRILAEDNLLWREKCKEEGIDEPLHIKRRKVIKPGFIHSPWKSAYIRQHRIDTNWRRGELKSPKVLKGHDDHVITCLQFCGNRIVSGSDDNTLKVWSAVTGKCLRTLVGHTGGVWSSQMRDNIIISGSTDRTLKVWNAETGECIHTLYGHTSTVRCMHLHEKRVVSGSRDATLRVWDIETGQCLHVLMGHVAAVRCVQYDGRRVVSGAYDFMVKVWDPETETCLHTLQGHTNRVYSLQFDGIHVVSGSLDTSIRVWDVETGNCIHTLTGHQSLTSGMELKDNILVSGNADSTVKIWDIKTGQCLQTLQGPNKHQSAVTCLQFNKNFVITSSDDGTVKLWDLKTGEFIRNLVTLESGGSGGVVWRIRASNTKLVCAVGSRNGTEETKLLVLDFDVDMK
Numbers without * were called inactive; & = joins results of further samples. An unsorted share of the library; any-hit rate near 3.4%.

SMILES	TEAD-YAP inh	GPR151 ag	MITF primary	FBW7 act
CC(C)(C)C1CCc2nc(SCc3ccccn3)c(C#N)c(-c3cccs3)c2C1 (configuration not stated)	2.5	0.7	10.3	0.0
CCOC(=O)c1sc(NC(=O)C(C)Sc2nnc(CNC(=O)c3ccccc3OC)n2Cc2ccccc2)c(C(=O)OCC)c1C (configuration not stated)	11.6	-1.1	5.3	0.3
Cc1ccccc1C(=O)NC1CCN(CCCC(=O)c2ccc(F)cc2)CC1	-4.8	-0.9	5.0	-0.2
COc1cccc(NC(=O)CSc2ccc3nnc(-c4ccc(F)cc4)n3n2)c1	-7.9	-0.9	1.5	-0.1
O=[N+]([O-])c1ccc2[nH]cc(S(=O)(=O)Nc3ccc(C(F)(F)F)cc3)c2c1	5.2	0.4	11.9	1.0
CC(=O)Oc1cc(C)c2c(c1C=O)Oc1c(c(C)c(OC(C)=O)c3c1C(OC(C)=O)OC3=O)OC2=O (configuration not stated)	7.4	-0.4	7.8	0.1
O=C(NCC1Cc2c(ccc3cc(-c4cccnc4)ccc23)O1)[C@@H]1C[C@@H]2C=C[C@H]1C2 (some centres not stated)	10.1	-0.1	4.8	0.0
O=C(Oc1ccc2ccccc2c1Br)c1ccncc1	-12.9	1.0	-4.4	0.3
O=C1CSC(c2ccccc2[N+](=O)[O-])N1c1ccccc1 (configuration not stated)	0.0	-0.7	-11.9	-0.1
Cc1cccnc1NC(=S)NC(=O)c1ccccc1I	-20.5	2.7	11.3	0.1
COc1cccc(NC(=O)c2sc3nc(C)cc(C)c3c2N)c1	-37.5	1.0	-17.4	0.1
COc1ccccc1/C=C(/NC(=O)c1ccc(Cl)cc1)C(=O)N1CC2CC(C1)c1cccc(=O)n1C2 (configuration not stated)	-16.6	-0.2	15.1	0.1

Individual results from the results shown:
`CC(C)(C)C1CCc2nc(SCc3ccccn3)c(C#N)c(-c3cccs3)c2C1` (configuration not stated) | MITF primary: 10.3
`CCOC(=O)c1sc(NC(=O)C(C)Sc2nnc(CNC(=O)c3ccccc3OC)n2Cc2ccccc2)c(C(=O)OCC)c1C` (configuration not stated) | FBW7 act: 0.3
`Cc1ccccc1C(=O)NC1CCN(CCCC(=O)c2ccc(F)cc2)CC1` | GPR151 ag: -0.9
`O=C(Oc1ccc2ccccc2c1Br)c1ccncc1` | MITF primary: -4.4
`Cc1cccnc1NC(=S)NC(=O)c1ccccc1I` | TEAD-YAP inh: -20.5
`O=C(NCC1Cc2c(ccc3cc(-c4cccnc4)ccc23)O1)[C@@H]1C[C@@H]2C=C[C@H]1C2` (some centres not stated) | TEAD-YAP inh: 10.1
`COc1cccc(NC(=O)CSc2ccc3nnc(-c4ccc(F)cc4)n3n2)c1` | GPR151 ag: -0.9

Additional compounds:
SMILES	TEAD-YAP inh	GPR151 ag	MITF primary	FBW7 act
Cc1c(C2=N/C(=C/c3cccc(Cl)c3Cl)C(=O)O2)cccc1[N+](=O)[O-]	-5.1	1.6	2.6	0.1
COc1ccccc1OCC(=O)NNC(=O)C1CCCO1 (configuration not stated)	-7.2	-0.7	-4.9	0.0
Fc1ccccc1C1=CC(c2ccc(Br)cc2)n2ncnc2N1 (configuration not stated)	6.5	-0.2	-5.7	-0.1
C=CCOc1ccc(/C(O)=C2\C(=O)C(=O)N(c3nc(C)c(C(=O)OCC)s3)C2c2ccc(F)cc2)c(C)c1 (configuration not stated)	1.3	0.8	12.4	0.0
Cc1ccc(C)c(-n2c(SCC(=O)N3CCOCC3)nnc2-c2ccccn2)c1	5.7	-1.0	8.3	0.0
CCCC1=NN(C(=O)OC(C)(C)C)C(O)(C(F)(F)F)C1 (configuration not stated)	-3.0	-1.4	-6.9	0.1
S=C(Nc1ccc(Oc2ccccc2)cc1)N(CCCN1CCOCC1)Cc1ccccn1	-10.0	0.8	7.8	-0.1
CCCCN(CC)C(=O)CNC(=O)Cn1cnc2sc3c(c2c1=O)CCCC3	-2.3	0.3	-6.0	-0.1
CN(C)c1ccc(CN(C(=O)COc2ccccc2Cl)C2CCS(=O)(=O)C2)cc1 (configuration not stated)	-7.1	-0.2	6.7	-0.1
N/C(=N\OC(=O)Oc1ccccc1)c1ccc([N+](=O)[O-])cc1	-3.8	-1.2	9.2	0.2
CC(=O)Nc1ccccc1C(=O)C(=O)Nc1ccc(Cl)cc1	-23.3	0.3	-2.8	-0.1
CC(=O)Nc1ccc(/C=N/N=C2\NC(=O)C(CC(=O)O)S2)cc1 (configuration not stated)	5.6	-1.3	9.9	-0.1

Profiles from above. Order of values: TEAD-YAP inh | GPR151 ag | MITF primary | FBW7 act
Cc1c(C2=N/C(=C/c3cccc(Cl)c3Cl)C(=O)O2)cccc1[N+](=O)[O-] in the list: -5.1 | 1.6 | 2.6 | 0.1
O=C(NCC1Cc2c(ccc3cc(-c4cccnc4)ccc23)O1)[C@@H]1C[C@@H]2C=C[C@H]1C2 (some centres not stated) in the list: 10.1 | -0.1 | 4.8 | 0.0

The list continues:
SMILES	TEAD-YAP inh	GPR151 ag	MITF primary	FBW7 act
CC(=O)Nc1nc(C(=O)Nc2ccc(-c3cn4c5c(nnc4n3)CCCC5)cc2)cs1	-1.3	-0.6	-0.2	-0.2
CCCn1c(SCC(=O)NC2CCCC2)nnc1C(C)C	2.5	0.9	1.9	0.1
O=C1CC(C(=O)Nc2ccc(C(=O)NC3CCCCC3)cc2)C2(CCCCC2)O1 (configuration not stated)	-5.0	-0.8	7.5	0.5
COc1ccccc1N1CCN(/N=C2/C(=O)Nc3ccccc32)CC1	-6.6	0.2	9.1	0.0
CCOC(=O)C1=C(C)NC2=C(C(=O)CCC2)C1c1cccc(C)c1 (configuration not stated)	23.7&4.0	-0.4&-1.7	7.7&-1.6	-0.2&-0.1
CC(C)COc1ccc(Br)cc1/C=C1\NC(=S)NC1=O	-10.6	-0.1	-3.5	0.2
COc1cc(/C(C)=N/NC(=O)c2nnn(-c3nonc3N)c2-c2ccccc2)ccc1O	3.8	3.3	13.1	0.0
COc1ccc(N2COc3ccc(OC)cc3C2)cc1	0.1	0.1	12.5	0.4
O=C(Cn1cnc2sc3c(c2c1=O)CCCC3)N1CCN(c2ccccc2F)CC1	-11.1	0.9	18.5	0.1
COc1ccccc1N1C(=O)/C(=C/c2cccnc2)SC1=S	9.2	-0.4	-0.3	-0.3
CCOC(=O)C1=CN(Cc2ccc(Cl)cc2)C=C(C(=O)OCC)C1c1ccc2c(c1)OCO2	0.8	-0.7	-1.1	-0.1
Cc1cc(NC(=O)COC(=O)c2ccc3c(c2)S(=O)(=O)c2ccccc2C3=O)no1	4.2	1.5	-1.9	0.1
CCOC(=O)C1=C(C)N=c2s/c(=C\c3cc(Br)c(OC)cc3OC)c(=O)n2C1c1ccccc1 (configuration not stated)	-0.5	1.2	3.9	0.1
O=C(CSc1ccc(C(=O)O)cn1)Nc1cc(C(F)(F)F)ccc1F	0.8	1.0	4.6	0.3
CC(=O)Nc1ccc(Nc2cc(N3CCC(N4CCOCC4)CC3)nc(N)n2)cc1	-1.0	0.1	16.8	-0.1
COc1ccc(-n2nc3ccc(NC(=O)c4ccc(-c5ccc([N+](=O)[O-])cc5C)o4)cc3n2)cc1	6.1	-0.5	7.0	0.0
Cc1ccc(C23CC4CC(CC(C(=O)OCC(=O)N(C)C)(C4)C2)C3)cc1	2.8	3.8	-6.0	-0.2
O=C(NCc1cccc(C(F)(F)F)c1)c1ccc2cccnc2n1	0.3	-0.7	-6.3	0.1
N#CC1=C(SCC(=O)Nc2ccccc2C(F)(F)F)NC(=O)CC1c1ccco1 (configuration not stated)	-16.2	0.2	16.9	0.3
CCN1CCN(c2cc(NCC(=O)O)c3c4c(onc24)-c2ccccc2C3=O)CC1	-25.4	-0.8	-0.8	0.1
NC(=O)C1CCCN(C(=O)CC2(c3ccccc3)CC(=O)N(Cc3cccs3)C2=O)C1 (configuration not stated)	9.1	-0.3	4.7	0.2
CCOCCCN(C(=O)C(F)(F)F)C(C(=O)NC1CCCCC1)c1ccncc1 (configuration not stated)	-3.7	1.2	-10.0	0.0
CN1CC(=O)N2[C@H](c3ccc4c(c3)OCO4)c3[nH]c4ccccc4c3C[C@@H]2C1=O	-6.5&-2.9	0.6&1.2	3.1&17.3	0.0&0.1
CC(=C/c1ccco1)/C=N/Nc1ccc([N+](=O)[O-])cc1[N+](=O)[O-]	-1.3	-0.6	12.3	-0.1
CCOC(=O)c1[nH]ncc1[C@@H]1C[C@H]2CN(Cc3cccnc3)C(=O)[C@]23CCCN13	-5.8	0.6	-1.3	0.1
Cc1ccc(NC(=O)CCn2cccc2)cc1Cl	-0.9	0.5	6.6	-0.4
CCc1nnc(NS(=O)(=O)c2ccc(NC(=O)c3ccccc3O)cc2)s1	-13.4	4.0	14.4	0.3
CCOC(=O)c1sc(N2C(=O)C(=O)/C(=C(/O)c3ccc(F)cc3)C2c2ccc(OC)c(OC)c2)nc1C (configuration not stated)	-8.6	1.7	-9.9	0.0
c1ccc(CN2CCN(Cc3ccc4c(c3)OCO4)CC2)nc1	-0.4	0.7	62.8*	0.0
Cc1ccccc1-c1nc(CS(=O)(=O)CC(=O)NCc2ccco2)c(C)o1	4.5	-1.4	-1.1	-0.2
Cn1cnnc1SCC(=O)c1ccc(Cl)cc1Cl	0.2	-1.7	12.8	0.0
O=C1OC(c2ccccc2)=N/C1=C\c1ccccc1Cl	16.6	1.3	7.7	0.0
COc1ccc(-c2cc(C(F)(F)F)n3ncc(C(=O)Nc4cc5c(cc4C(C)=O)OCO5)c3n2)cc1OC	-4.8	0.1	7.6	0.9
COC(=O)C1=NN(c2ccccc2C)C2C(=O)N(c3ccc(Cl)cc3)C(=O)C12 (configuration not stated)	-7.9	0.5	-11.2	1.4
CCCCN(C1=NS(=O)(=O)c2ccccc21)c1ccccc1	-5.3	2.3	-2.8	-0.2
Fc1cc(-c2ccnc(Nc3ccc(-n4cnc(Br)n4)cc3)n2)cc(N2CCOCC2)c1	6.5	0.2	-7.7	0.0
Cc1ccc(NC(=S)N(CCN2CCCCCC2)Cc2ccco2)cc1Cl	-13.1	2.9	-0.8	0.3
Nc1cccc(C(=O)N/N=C/c2ccccc2)c1	-38.2	0.0	19.6	0.7
CC(=O)c1ccc(NC(=O)NNC(=O)c2ccccc2-n2cccc2)cc1	5.0	1.7	-2.3	-0.2
CCCc1cc(=O)n2[nH]c(NCc3ccc(C)cc3)nc2n1	7.5	-0.5	8.4	0.8
Cc1ccc(NCC(=O)N/N=C\c2cccc(O)c2)cc1	0.4	-0.6	20.6	0.1
COC(=O)C1=C(C)NC2=C(C(=O)CC(C)(C)C2)C1c1ccc(OC(=O)c2cccs2)c(OC)c1 (configuration not stated)	-55.0	1.7	5.3	0.0
O=C(NCc1cccnc1)C1(S(=O)(=O)c2ccc(Cl)cc2)CC1	4.9	1.6	-3.5	0.1
Cc1c(C(=O)Nc2ccccc2C(F)(F)F)sc2ncnc(N3CCN(c4ccccn4)CC3)c12	3.5	-0.9	2.2	-0.1
CN1CCN(C(=O)c2ccc(-c3ccc4[nH]ccc4c3)nc2N2CCOCC2)CC1	1.7	2.0	-8.4	-0.1
CCCS(=O)(=O)N1CCCC(C(=O)NC(C)C)C1 (configuration not stated)	6.5	-0.3	1.0	0.1
CCCCN=C1SCC(c2c[nH]c3ccccc23)=NN1C	6.6	-0.4	-8.5	-0.2
CCc1ccccc1NS(=O)(=O)c1cc2c(cc1C)n(C)c(=O)c(=O)n2C	-0.3	-2.4	12.2	0.8
O=S(=O)(Nc1nccnc1-c1ccc(CNc2ccc3c(c2)OCO3)cc1)C1CC1	1.6	-0.8	18.6	-0.4
O=S(=O)(NCc1nc(-c2ccccc2)no1)c1ccccc1	3.9	0.3	3.8	0.4
Clc1ccc(Oc2cc(Cl)c(Cl)cc2Cl)cc1	-1.6	1.6	2.6	-0.2
Cc1nnc(SCc2ccc(C(C)(C)C)cc2)n(N)c1=O	4.4	-0.2	15.1	0.3
CCOC(=O)c1ccccc1NC(=O)c1cccs1	2.0	-1.0	2.6	0.0
COc1ccc(NC(=O)C(F)(F)F)cc1	4.9	1.0	-1.0	-0.1
COc1cc(Nc2cc(C)nc(Nc3cnccn3)n2)cc(OC)c1OC	7.9	-1.4	5.6	0.1
COc1ccccc1NC(=O)CCCCC(=O)Nc1ccccc1OC	6.9	0.7	-3.6	-0.1
Cc1nc(C)n(-c2ccc(Nc3cc(-c4nn(-c5ccccc5)cc4-c4ccccc4)ccn3)cc2)n1	1.1	3.2	-3.8	-0.4
COc1ccc(CN2CCNC(=O)C2CC(=O)NC2CCOCC2)cc1C (configuration not stated)	-10.2	-0.9	-8.2	-0.1
CCn1c(=N)c(C(=O)NCCc2ccccc2)cc2c(=O)n3cc(C)ccc3nc21	11.1	0.2	3.1	0.1
CCC(C)(C(=O)NC1CCCCC1)N(Cc1cccs1)C(=O)c1cnccn1 (configuration not stated)	-3.0	1.9	-6.6	-0.2

Next structures:
SMILES	TEAD-YAP inh	GPR151 ag	MITF primary	FBW7 act
O=C(Nc1nnc(-c2ccc([N+](=O)[O-])cc2)s1)c1ccco1	-7.9	1.0	-5.9	-0.1
COc1cc(=O)n2c(c1C(=O)N1CCCC1)CCN(Cc1ccc3ccccc3c1)CC2	-1.3	-0.9	6.4	0.0
NC(=O)c1ccccc1N/C=C/C(=O)c1ccccc1	-25.0	-4.0	-4.9	-0.3
Cn1c(=O)oc2cc(S(=O)(=O)N3CCN(Cc4ccccc4)CC3)ccc21	6.9	0.4	1.6	-0.1
Cc1ccc(C)c(N(CC(=O)NCCSc2ccccn2)S(C)(=O)=O)c1	4.4	-1.1	-0.4	0.1
Cc1ncc(CO)c2cc(C(=O)Nc3ccc(Br)cc3)c(=N)oc12	-0.1	2.0	11.2	0.1
O=C(/C=C/c1cccs1)Nc1nc(-c2ccc([N+](=O)[O-])cc2)cs1	1.3	1.0	-4.2	0.0
